From PubChem BioAssay
FLuc inh counter – inhibits firefly luciferase, flagging false hits in luciferase inhibition screens | P08659 | ATPLite firefly luciferase biochemical luminescence, 10 min | inhibition, % at 10 µM | actives 1.5% (n = 200,000);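 active means inhibition above about 50% when tested at 10 µM, limit read from the data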
Target sequence (P08659 whole entry, looked up): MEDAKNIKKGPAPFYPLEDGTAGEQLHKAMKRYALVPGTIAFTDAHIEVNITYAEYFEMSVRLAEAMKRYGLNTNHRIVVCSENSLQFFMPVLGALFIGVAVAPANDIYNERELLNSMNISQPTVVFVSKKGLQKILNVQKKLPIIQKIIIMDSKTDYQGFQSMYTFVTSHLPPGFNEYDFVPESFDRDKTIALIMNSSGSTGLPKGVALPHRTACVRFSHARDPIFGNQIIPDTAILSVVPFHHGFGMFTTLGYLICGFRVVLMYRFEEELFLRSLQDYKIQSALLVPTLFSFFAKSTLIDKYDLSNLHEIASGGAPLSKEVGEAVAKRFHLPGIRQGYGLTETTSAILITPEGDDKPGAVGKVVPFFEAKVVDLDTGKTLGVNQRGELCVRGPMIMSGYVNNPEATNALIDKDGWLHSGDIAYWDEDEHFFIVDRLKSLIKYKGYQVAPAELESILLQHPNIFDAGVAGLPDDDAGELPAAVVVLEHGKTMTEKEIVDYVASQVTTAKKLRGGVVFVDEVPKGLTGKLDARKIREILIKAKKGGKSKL
Diaphorase act – activates diaphorase or chemically reduces, flagging diaphorase assay artifacts; Diaphorase/resazurin coupled assay, resorufin fluorescence, 16 min; stronger effect = higher value; 1 = vehicle wells, 0 = NADH-free wells; activation factor at 20 µM; actives 0.005% (n = 190,000);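 active means diaphorase activity raised at least twofold by the compound at 20 µM; inactive means activation factor below 2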
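Test system: Clostridium kluyveri diaphorase, purified enzyme. Buffer or medium: 50 mM HEPES pH 7.4 buffer plus MgCl2 and Tween 20. Also added: 0.114 mM NADH and 0.1 mM resazurin, final amounts. Dosing: compound 20 µM once, DMSO 1%. Schedule: 16 min enzyme reaction, ambient temperature. Detection: fluorescence of resorufin, 544 nm excitation, 590 nm emission.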
NF-kB neuron act – compounds increasing NF-kB expression in human neuronal cells; actives 1.6% (n = 190,000); AID 1239; fold change at 12.5 µM; NF-kB reporter expression; stronger effect = higher value; in the data active means fold change above about 3.3
Diaphorase inh – inhibits diaphorase or chemically oxidizes, flagging diaphorase assay artifacts; diaphorase resazurin-to-resorufin fluorescence, NADH, 16 min; bacterial (C. kluyveri) enzyme, not human; inhibition, % at 20 µM; actives 0.69% (n = 190,000);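 active means primary screen inhibition at 20 µM above a set limit, cut at about 50% in these data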;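 further: plate controls were DMSO with full reaction for no effect and wells lacking NADH for full effect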
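Benchmarks: positive control wells lacking NADH, neutral wells with DMSO only. System: bacterial diaphorase enzyme (C. kluyveri). Input: 0.14 U/mL diaphorase, enzyme working solution. Detection: resorufin fluorescence, excitation 544 nm, emission 590 nm. Times: 16-min room-temperature incubation before reading.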
STAT1 activator – activators of IFN-gamma induced STAT1 signaling; NIH 3T3 STAT1-luciferase reporter, luminescence; 100% = IFN-gamma alone, no compound; activation (% of control), % at 5.5 µM; actives 2.6% (n = 200,000);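 active means activation above the screen-wide mean activation plus 3 SD, cut at about 130% in these data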;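 further: raw ratio to IFN-gamma control signal so 100% means no change and 0% no light; values of inactives mirror those of a sister screen read the other way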
APP 5'UTR act – activates APP 5'UTR luciferase reporter; SH-SY5Y APP 5'UTR luciferase reporter, luminescence; zero percent = DMSO vehicle wells; activation, % at 2 µM; actives 1% (n = 190,000); AID 1276;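 active means activation above a set limit, based on mean plus 3 SD of controls, cut at about 140% in these data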; further: values of inactives mirror those of a sister screen read the other way
APP transl inh – APP translation inhibition; inhibition, % at 2 µM; SH-SY5Y APP 5'UTR-luciferase reporter, luminescence; actives 0.82% (n = 190,000);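 active means inhibition above a set limit, derived from the sample mean plus 3 SD, cut at about 45% in these data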; further: values of inactives mirror those of a sister screen read the other way
G6PDH counter – inhibits Leuconostoc G6PDH, flagging false hits in G6PDH-based assays; AID 1020; Purified L. mesenteroides G6PDH, diaphorase/resazurin coupled fluorescence, 45 min; actives 0.12% (n = 200,000); inhibition, % at 5 µM; in the data active means inhibition above about 50%
FLuc stim CS – firefly luciferase counter-screen for stimulation assays. P08659. ATPlite luciferase biochemical, luminescence, 10 min; 0 = ATP-free wells, 1 = DMSO control. activation factor at 10 µM. 200,000 tested, under 10 active. AID 1027;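 active means luciferase activation factor, scaled between plate controls, of at least 2 with compound at 10 µM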
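Assay system: Luciferase/luciferin detection reagent, cell-free biochemical luciferase assay / Also added: ATP substrate / Schedule: 10 min at ambient temperature / Measured by: luminescence measurement of luciferase light output / Benchmarks: low control with PBS replacing ATP, high control enzyme plus ATP without compound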
TLR4-MyD88 BLA – TLR4-MyD88 interaction inhibition in cells; HeLa CL3-4 TLR4/MyD88 BLA complementation, FRET ratio; inhibition, % at 8.4 µM; actives 0.18% (n = 200,000); in the data active means inhibition above about 25%;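 further: 0% = vehicle and 100% = reference inhibitor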
An asterisk follows results filed as active; . = not tested or not shown. Compounds as they come (roughly 5.6% active in at least one column).

SMILES	FLuc inh counter	Diaphorase act	NF-kB neuron act	Diaphorase inh	STAT1 activator	APP 5'UTR act	APP transl inh	G6PDH counter	FLuc stim CS	TLR4-MyD88 BLA
CC(N=c1ccccn1C(=O)Nc1cccc(C(F)(F)F)c1)c1ccco1 (centres undefined)	-5.9	0.9	1.04	8.9	98.7	-4.5	4.5	0.9	1.1	2.4
Cn1nc(-c2ccc(C(=O)N3CCN(c4ccccc4)CC3)cc2)c2ccccc2c1=O	.	.	.	.	105.5	9.2	-9.2	.	.	8.3
CNC(=S)N1CCN(c2ccccc2OC)CC1	-4.3	0.8	1	16.5	97.1	6.1	-6.1	5.8	1	-6.0
OC(CN1C2=NCCCN2c2ccccc21)c1ccc2c(c1)OCO2 (centres undefined)	2.7	0.9	0.93	11.9	92.2	12.8	-12.8	14.9	1	13.3
COc1cc(OC)cc(C(=O)N[C@H](C(=O)OCC(=O)NC(=O)c2cccn2C)C(C)C)c1	-4.1	0.8	0.92	17.8	103.0	-9.6	9.6	-3.6	1	-13.6
CSC1=NCCN1C(=O)c1cccs1	-2.5	0.8	1.07	21.9	103.9	6.1	-6.1	-4.7	1	4.0
C=CCNC(=O)COc1ccc(Br)cc1Cl	17.3	0.9	2.32	14.3	131.9*	39.2	-39.2	4.2	0.8	-3.8
COc1cc(NC(=O)c2ccc(Br)o2)c(C(=O)O)cc1OC	3.6	0.8	1.15	17.4	107.0	7.3	-7.3	9.3	1	8.8
CCn1cc(/C=C(/C#N)S(=O)(=O)c2ccccc2)cn1	2.6	1.1	1.14	-7.8	95.0	-6.7	6.7	0.3	1	-5.4
O=C(CS(=O)(=O)c1cn(Cc2cccc(F)c2)c2ccccc12)N1CCOCC1	0.0	1	0.96	0.3	97.0	-11.4	11.4	17.2	1	-8.9
c1ccc(-c2nc(-c3cccnc3)n[nH]2)cc1	13.4	0.9	1.4	9.7	120.8	17.1	-17.1	3.0	0.9	-4.2
CCOC(=O)c1ccc(NC(=S)NCCc2ccccc2)cc1	-6.6	0.8	0.81	20.6	95.2	7.3	-7.3	3.4	1.1	7.7
O=S(=O)(Nc1nc2ccccc2nc1N1CCc2ccccc2C1)c1ccc(Br)cc1	45.5	0.8	1.82	19.4	158.0*	64.3	-64.3	0.6	0.5	10.2
CCOC(=O)c1cc(NC(=O)c2ccc(C)cc2)c(=O)oc1-c1ccccc1	-7.7	0.9	1.13	13.9	98.9	10.8	-10.8	14.0	1.1	-4.2
COc1ccc(-n2ncc3c(NCC(C)C)ncnc32)cc1	70.7*	0.9	6.97*	10.8	166.3*	195.4*	-195.4	0.0	0.3	9.9
CC(NC(=O)C1C2C=CC(C2)C1C(=O)O)c1ccccc1 (centres undefined)	-2.7	1	1.12	4.9	99.0	14.5	-14.5	1.3	1	2.1
CCn1c(=O)cc(OCC(=O)N2CCCC2)c2ccccc21	-4.9	0.8	1.21	20.9	94.9	-5.2	5.2	2.8	1	-10.0
Cc1csc(NC(=O)c2cc3c(s2)CCCC3)n1	93.6*	0.9	2.43	9.4	77.9	164.6*	-164.6	12.2	0.1	-5.0
COCCn1cnnc1SCC(=O)Nc1cc(OC)c([N+](=O)[O-])cc1C	-2.4	0.9	1.15	6.1	95.7	-23.2	23.2	-3.0	1	-5.9
COc1cc2c(cc1OC)C(C(=O)N1CCN(c3ccccc3)CC1)C(c1cccs1)N(C)C2=O (centres undefined)	-2.8	0.8	0.7	20.3	94.0	-4.6	4.6	-5.0	1	7.1
CCc1ccc(NC(=O)Cn2c(=O)n(CCCC(=O)NCc3ccco3)c(=O)c3ccccc32)cc1	-1.3	1	1.2	-0.8	99.4	-2.2	2.2	8.7	1	-2.6
COc1ccc(NC(=O)CSc2ncc(-c3ccc(F)cc3)n2Cc2ccco2)cc1	-6.2	0.7	1.16	28.9	88.8	3.6	-3.6	2.5	1.1	-6.7
CCN(CC)CCNC(=O)c1ccccn1	3.6	1	1.07	-3.0	99.6	0.9	-0.9	6.4	1	-5.7
CNC(=S)N/N=C(\C)c1ccc(N2CCOCC2)cc1	14.3	0.9	6.32*	5.4	97.7	31.2	-31.2	-7.4	0.9	-3.5
COc1ccc(C2CC(c3ccc4ccccc4c3)=NN2C(=O)CSc2ncccn2)cc1 (centres undefined)	-2.0	0.8	0.47	20.0	115.6	20.0	-20.0	-46.0	1	-5.1
Cc1cc(/C=N/n2cnnc2)c(O)c([N+](=O)[O-])c1	1.8	1.1	1.19	-5.3	100.3	3.5	-3.5	1.6	1	-9.6
O=C(NCc1ccco1)c1cccc(NC(=O)c2ccccc2)c1	0.0	0.8	0.93	17.5	77.7	4.9	-4.9	-12.5	1	-5.9
COCC(=O)Nc1nnc(Cc2ccc(OC)cc2)s1	-1.4	0.8	1.35	20.0	95.7	-1.4	1.4	-1.0	1	-19.7
CCN(CC)C(=O)N1c2ccccc2CC(N(CC)CC)c2ccccc21 (centres undefined)	-6.3	0.9	0.81	14.3	97.7	-2.1	2.1	-1.8	1.1	-0.8
O=C1CCC(=O)N1CCc1c[nH]c2ccccc12	-5.0	0.8	1.43	19.8	94.7	-5.8	5.8	7.7	1.1	5.5

Looked up above.
APP 5'UTR act with `O=C(NCc1ccco1)c1cccc(NC(=O)c2ccccc2)c1` → 4.9
STAT1 activator with `Cc1cc(/C=N/n2cnnc2)c(O)c([N+](=O)[O-])c1` → 100.3

Other compounds:
SMILES	FLuc inh counter	Diaphorase act	NF-kB neuron act	Diaphorase inh	STAT1 activator	APP 5'UTR act	APP transl inh	G6PDH counter	FLuc stim CS	TLR4-MyD88 BLA
O=C(CN(C(=O)CCC(=O)Nc1nccs1)c1ccccc1F)NCC1CCCO1 (centres undefined)	-7.0	0.9	0.86	9.2	103.3	12.9	-12.9	-15.5	1.1	-4.4
O=C(CCCc1nc(-c2ccc(Cl)cc2)no1)N1CCOCC1	-1.8	1.1	1.04	-9.5	107.3	11.5	-11.5	0.7	1	3.4
CC1(C)CN(c2ccccc2)N(C(=O)c2ccc(C#N)cc2)C1=O	-5.7	1	1.14	-0.5	97.0	7.5	-7.5	4.0	1.1	0.4
COCc1nc2sc(C)c(C)c2c(=O)[nH]1	-11.2	1	1.25	0.2	93.7	0.0	0.0	5.9	1.1	10.6
CC(C)(C)C(=O)OCCNc1nc(-c2ccccc2)nc2ccccc12	-6.0	0.8	0.68	23.7	99.5	19.8	-19.8	-6.3	1.1	-7.0
CCOC(=O)c1nc2nc(-c3cccs3)cc(C(F)(F)F)n2n1	0.8	0.9	0.84	6.2	105.0	1.0	-1.0	12.0	1	-9.1
CC(=O)OCc1nc2ccccc2s1	14.0	1	1.3	-1.6	134.6*	17.3	-17.3	4.1	0.9	5.2
COc1ccc(-c2nn(-c3ccccc3)cc2C(=O)Nc2nccs2)cc1	-10.3	0.7	0.33	28.4	99.5	.	.	-2.4	1.1	4.5
S=C(NC1CC1)N1CCN(c2ccc(Cl)cc2)CC1	-3.9	0.8	0.76	15.0	94.2	-0.5	0.5	15.7	1	-14.0
CC12CCC(C(=O)Nc3cccc(NC(=O)C45CCC(C)(C(=O)O4)C5(C)C)n3)(OC1=O)C2(C)C	-6.7	0.9	0.43	8.1	94.5	0.6	-0.6	2.9	1.1	-7.1

Part of the list above in order of molar mass, rising.
SMILES	FLuc inh counter	Diaphorase act	NF-kB neuron act	Diaphorase inh	STAT1 activator	APP 5'UTR act	APP transl inh	G6PDH counter	FLuc stim CS	TLR4-MyD88 BLA
CC(=O)OCc1nc2ccccc2s1	14.0	1	1.3	-1.6	134.6*	17.3	-17.3	4.1	0.9	5.2
O=C1CCC(=O)N1CCc1c[nH]c2ccccc12	-5.0	0.8	1.43	19.8	94.7	-5.8	5.8	7.7	1.1	5.5
S=C(NC1CC1)N1CCN(c2ccc(Cl)cc2)CC1	-3.9	0.8	0.76	15.0	94.2	-0.5	0.5	15.7	1	-14.0
O=C(CCCc1nc(-c2ccc(Cl)cc2)no1)N1CCOCC1	-1.8	1.1	1.04	-9.5	107.3	11.5	-11.5	0.7	1	3.4
CC(C)(C)C(=O)OCCNc1nc(-c2ccccc2)nc2ccccc12	-6.0	0.8	0.68	23.7	99.5	19.8	-19.8	-6.3	1.1	-7.0
COc1ccc(-c2nn(-c3ccccc3)cc2C(=O)Nc2nccs2)cc1	-10.3	0.7	0.33	28.4	99.5	.	.	-2.4	1.1	4.5
O=C(CN(C(=O)CCC(=O)Nc1nccs1)c1ccccc1F)NCC1CCCO1 (centres undefined)	-7.0	0.9	0.86	9.2	103.3	12.9	-12.9	-15.5	1.1	-4.4
CC12CCC(C(=O)Nc3cccc(NC(=O)C45CCC(C)(C(=O)O4)C5(C)C)n3)(OC1=O)C2(C)C	-6.7	0.9	0.43	8.1	94.5	0.6	-0.6	2.9	1.1	-7.1

Other entries.
SMILES	FLuc inh counter	Diaphorase act	NF-kB neuron act	Diaphorase inh	STAT1 activator	APP 5'UTR act	APP transl inh	G6PDH counter	FLuc stim CS	TLR4-MyD88 BLA
O=c1c(C=NCc2cccnc2)c(C(F)(F)F)[nH]n1-c1nc2ccccc2s1	73.8*	.	1.48	.	64.4	95.0	-95.0	1.9	0.3	-8.1
O=C(O)c1cnc(N2CCOCC2)nc1	-5.6	1	1.1	2.7	100.3	8.7	-8.7	3.8	1.1	1.7
Cc1ccc2c(c1)C(=O)c1c(C(=O)O)cccc1-2	-6.7	0.9	1.23	6.7	102.1	0.3	-0.3	7.1	1.1	9.7
Cc1ccc(CSc2nc3c(c(=O)[nH]2)CCC3)cc1	2.0	0.9	1.19	6.7	96.8	-10.0	10.0	2.9	1	5.8
O=C1COc2ccc(C(=O)COC(=O)Cc3ccsc3)cc2N1	-4.8	0.9	1.15	9.4	108.5	11.4	-11.4	7.8	1	-17.7
CC(=O)NC(Cc1ccccc1)C(C)=O (centres undefined)	-3.0	1	1.24	-1.4	97.6	3.6	-3.6	-0.4	1	-18.6
O=C(NC1=NCCS1)c1cccc(NC(=O)c2ccco2)c1	0.3	0.8	1.04	15.7	100.3	0.7	-0.7	-1.0	1	4.7
Cc1ccc(Cn2nc(C)c(NC(=O)c3cc(C)no3)c2C)cc1	-4.4	0.9	1.29	14.2	100.7	-1.5	1.5	8.1	1	5.8
Cc1ccc(N=C2N=C(N)c3ccccc32)c(C)c1	3.4	0.8	1.14	15.4	104.2	3.9	-3.9	-3.3	1	-6.8
COc1cccc(C2CC3(CC(C)(C)NC(=S)N3)Oc3cc(O)ccc32)c1 (centres undefined)	-1.7	0.7	0.97	28.4	99.1	11.8	-11.8	-0.2	1	5.8
O=C(Nc1ccc(Cl)cc1)c1ccc(OCC2CCCO2)cc1 (centres undefined)	23.3	1	2.39	3.2	137.0*	120.7	-120.7	-2.6	0.8	6.2
COc1ccc(N2CCN(C(=O)CSc3ncccc3-c3nc4ccccc4[nH]3)CC2)cc1	23.9	0.8	0.47	17.3	93.2	19.3	-19.3	0.1	0.8	2.5
Cc1ccc(/C=N/Nc2nc(N3CCOCC3)nc(N3CCOCC3)n2)o1	-0.9	1	0.75	-0.2	103.4	-5.6	5.6	0.3	1	1.8
